# NCI-60 one-dose screen, 48 h, at 10 µM unless noted. Numbers give growth in % (100 = growth as untreated, 0 = no growth, -100 = all killed).
# OVCAR-4: OVCAR-4 ovarian cancer cells | actives 3.7% (n = 80,000) | AID 1794784
# NCI/ADR-RES: NCI/ADR-RES ovarian cells; actives 4.4% (n = 81,000); AID 1794790
# IGROV1: IGROV1 ovarian cancer. actives 4.7% (n = 79,000). AID 1794786
# NCI-H23: NCI-H23 lung cancer. actives 4% (n = 80,000). AID 1794731
# SN12C: SN12C renal cancer cells; actives 3.8% (n = 81,000); AID 1794767
# SK-OV-3: SK-OV-3 ovarian cancer cells. actives 3.2% (n = 80,000). AID 1794785
# OVCAR-5: OVCAR-5 ovarian cancer; actives 2.9% (n = 82,000)
# OVCAR-3: OVCAR-3 ovarian cancer. actives 7% (n = 79,000). AID 1794787
# NCI-H226: NCI-H226 lung cancer; actives 3.5% (n = 79,000); AID 1794732
# * hit, by the source's call; x = no result given; & = joins results of further samples; [ ] = remark or other dose. Rule for the calls: active = growth percent below 10; inactive = the rest.
# Sample of the layout (5 entries):
smiles	OVCAR-4	NCI/ADR-RES	IGROV1	NCI-H23	SN12C	SK-OV-3	OVCAR-5	OVCAR-3	NCI-H226
COc1ccc(-c2cccc3cc4c(cc23)OCO4)cc1	99	100	91	91	90	81	82	104	79
COc1ncc(OC)c(S(=O)(=O)Nc2ccc(N/C=C/C(=O)c3cc4c(ccc5ccccc54)oc3=O)cc2)n1	114	98	108	96	97	107	113	102	95
NC(=O)Cc1c(O)cc(Br)c(OC(=O)NCCCCN=C(N)N)c1Br	103	108	114	101	108	104	127	113	107
CCOC(=O)/C(C#N)=C/c1cccc(Br)c1	119	111	114	106	110	105	106	122	116
Nn1c(SCC(=O)Nc2cccc(Br)c2)nnc1-c1ccc(NC(=O)c2cccnc2)cc1	102	105	102	101	98	107	118	109	94

# The listing, previewed entries included:
smiles	OVCAR-4	NCI/ADR-RES	IGROV1	NCI-H23	SN12C	SK-OV-3	OVCAR-5	OVCAR-3	NCI-H226
COc1ccc(-c2cccc3cc4c(cc23)OCO4)cc1	99	100	91	91	90	81	82	104	79
COc1ncc(OC)c(S(=O)(=O)Nc2ccc(N/C=C/C(=O)c3cc4c(ccc5ccccc54)oc3=O)cc2)n1	114	98	108	96	97	107	113	102	95
NC(=O)Cc1c(O)cc(Br)c(OC(=O)NCCCCN=C(N)N)c1Br	103	108	114	101	108	104	127	113	107
CCOC(=O)/C(C#N)=C/c1cccc(Br)c1	119	111	114	106	110	105	106	122	116
Nn1c(SCC(=O)Nc2cccc(Br)c2)nnc1-c1ccc(NC(=O)c2cccnc2)cc1	102	105	102	101	98	107	118	109	94
COc1ccc(NC(=O)c2cc3ccccc3nc2Nc2cc(OC)c(OC)c(OC)c2)cc1	58	43	87	60	70	92	92	48	54
O=C(Nc1ncc(Cc2ccc(Cl)c(Cl)c2)s1)c1cc(Br)cs1	90	97	90	94	90	98	103	106	88
N#C/C(=C\c1ccc(Br)cc1)n1nnc2ccccc21	6.8*	-6.7*	2.0*	14	8.5*	x	7.7*	-32*	-24*
Cc1nc(C)c(C(=O)O)cc1C(=O)O	122	107	124	101	125	104	98	x	110
CCOC(=O)C1=C(SC)N=C2C(c3nc4ccccc4s3)=Cc3cc(Br)ccc3N2N=C1N	94	98	68	93	95	86	100	93	82
COc1ccc(-c2oc3c(OC)c4c(c(OC)c3c2-c2cc3c(OC)c5c(c(OC)c3oc2=O)OCO5)OCO4)cc1	104	105	95	103	95	106	102	108	94
O=C(CCC(=O)Nc1ccc(-n2nnc3cc(Cl)c(Cl)cc32)cc1)Nc1ccc(-n2nnc3cc(Cl)c(Cl)cc32)cc1	82	96	92	86	83	94	108	89	100
N/C(=N\c1nc2ccccc2s1)NC(=O)NCc1ccccc1	68	56	71	48	77	75	94	85	71
C=CC(=O)NC1c2ccccc2Oc2ccccc21	99	95	94	92	x	81	85	100	105
C=C1CCC2C3(C)COC(c4ccco4)OC3CCC2(C)C1CC(Sc1ccccc1)C1=CCOC1=O (stereo not given)	70	-18*	69	65	21	141	61	37	31
Cc1ccc2nc(NC(=O)CSC(=S)N3CCN(C)CC3)sc2c1	100	89	87	92	100	108	105	120	x
CN(CCCNC(=O)c1cccc(C(=O)O)c1)CCCNC(=O)c1cc(NC(=O)c2cc(NC(=O)c3cc(NC(=O)c4nc(NC(=O)[C@H](N)CCNC(=O)c5cc(NC(=O)c6cc(NC(=O)c7cc(NC(=O)c8nccn8C)cn7C)cn6C)cn5C)cn4C)cn3C)cn2C)cn1C	100	129	107	109	105	110	110	118	89
Cc1ccc(-c2nc3ccccn3c2/C=C2/C(=O)Nc3cc(Cl)ccc32)cc1	75	27	81	72	78	94	101	94	95
Fc1cc(-c2nnc3sc(-c4ccc(Cl)cc4Cl)nn23)c(Cl)cc1Cl	26	89	86	83	83	77	97	99	98
C=C1C(=O)O[C@H]2[C@H]1CC/C(COC(=O)N[C@H](Cc1c[nH]c3ccccc13)C(=O)OC)=C\CC[C@@]1(C)O[C@@H]21	61	87	17	69	42	96	99	-22*	86
OCC[C@@H]1C[C@@H]1c1cc2ccccc2o1	101	104	x	99	92	95	97	111	99
O=C1Nc2ccc(Cl)cc2/C1=C/c1cccs1	36	93	65	89	88	94	110	88	89
Cc1cc(N(CCCNc2ccnc3cc(Cl)ccc23)Cc2cccs2)nc(Cl)n1	32	36	51	25	58	42	69	56	52
Cc1nn(-c2ccccc2)c2nc3c(cc12)C(=O)CCC3	89	85	100	94	104	87	98	100	86
O=c1ccn(Cc2ccccc2)c(SCc2ccccc2)n1	110	112	110	107	103	104	99	124	108
Cc1[nH]c2ccccc2c(=O)c1CC=C(Cl)Cl	-19*	52	29	75	48	86	40	41	x
CCOC1=C(C#N)CC2(CC1)c1ccccc1-c1ccccc12	96	76	91	93	x	x	101	105	98
C=C1SC(=Nc2ccc(Cl)cc2)N(c2nc(Cl)nc(Cl)n2)C12CCCCC2	108	102	34	103	93	107	90	107	114
Cc1c(NC(C)C)c(=O)n(-c2ccccc2)n1C	110	103	105	92	100	107	91	104	105
COc1ccc(C(O)c2cnccc2NC2CCCCC2)cc1OC (stereo not given)	90	104	94	96	93	97	88	105	84
C=CCn1c(SCC(=O)Nc2ccc(/C(C)=N\O)cc2)nnc1-c1cc(-c2ccc(Cl)cc2)nc2ccccc12	35	2.2*	-14*	24	34	53	57	31	51
Cc1c2cnccc2c(C)c2c1c1cc(C3OCCCO3)ccc1n2C	-2.5*	-9.9*	2.0*	-32*	-10*	-7.0*	-3.7*	0.2*	-4.4*
COc1ccc(/C=C2/N=C(NNC(=O)c3ccccn3)N(c3ccccc3)C2=O)cc1	93	91	88	88	99	101	123	97	77
CC(=O)O[C@@H]1CC[C@@]2(C)c3ccc(C(C)C)cc3CC[C@@H]2C1(C)C	104	109	100	107	99	112	108	110	100
COc1cc(CNc2oc(-c3ccccc3)c(-c3ccccc3)c2C#N)cc(CN2CCCC2)c1O	101	104	98	102	94	106	88	106	105
CCCCCNCC(O)Cc1ccc(OCC)cc1 (stereo not given)	123	108	108	104	99	91	111	108	96
N/N=C1\c2ccccc2C(=O)C1C(=O)C(c1ccccc1)c1ccccc1 (stereo not given)	104	100	107	99	94	104	110	114	114
COc1ccccc1OCC(=O)O	103	105	104	105	105	102	106	96	107
CCn1cc(C(=O)NNC(=S)Nc2ccc(Cl)cc2)c(=O)c2ccc(C)nc21	102	102	98	102	91	100	108	97	95
CCOC1=NCCCCC1	103	99	106	104	93	111	108	114	100
CCN(CC)CCOc1ccc(/C(=C(\C)c2ccc(Cl)cc2)c2ccc(Cl)cc2)cc1	79	81	80	61	77	103	80	83	102
N/N=C(\c1ccccc1)c1cccs1	102	101	109	93	106	99	101	99	98
CCCCNc1cc(-c2cn[nH]c2-c2cc(C)cc(OC)c2)nc(-c2cccnc2)n1	74	90	115	101	95	97	85	99	87
COc1ccc(OC)c(-c2cn3c(-c4c[nH]c5ccccc45)csc3n2)c1	96	96	106	95	103	99	102	x	99
[N-]=[N+]=NCC(=O)Nc1ccc2c(ccn2Cc2ccccc2)c1	101	97	87	92	90	130	104	100	70
FC(F)(F)c1ccc(-c2ncc(-c3ccc(C(F)(F)F)cc3)c(NC3CCCCCC3)n2)cc1	109	98	90	93	94	96	107	109	101
Cc1ccc(-c2noc(C)n2)cc1	118	108	102	x	102	112	99	122	94
O=[N+]([O-])c1ccccc1-c1nc2ccccc2s1	x	105	73	103	106	100	102	102	95
CCCCn1c(N)c(N(CC)C(=O)c2ccc(Cl)cc2)c(=O)[nH]c1=O	104	106	x	97	96	102	99	92	102
O=C(O)CCC(=O)O	115&104&115&114	101&108&101&104	97&106&97&115	101&106&104	95&107&95&112	105&89&106&109	106&110&100&107	105&104&109&112	96&109&101&113

# Going on with the list:
smiles	OVCAR-4	NCI/ADR-RES	IGROV1	NCI-H23	SN12C	SK-OV-3	OVCAR-5	OVCAR-3	NCI-H226
Oc1cccnc1Cl	110	105	111	103	98	93	113	110	86
CCCOC1=C(Cl)C(=O)c2cccc([N+](=O)[O-])c2C1=O	107	106	107	98	106	97	114	98	107
CC/C(=C(\CC)c1ccc(OCC[N+](C)(C)C)cc1)c1ccc(OC)cc1	68	107	69	57	51	87	102	51	x
O=C(O)c1ccc(-n2cc(CNc3cccc(Br)c3)c(-c3ccc(F)cc3)n2)cc1	100	96	92	98	91	110	102	93	104
O=c1/c(=C/c2cccnc2)sc2nc3ccccc3n12	98&102	97&105	95&101	x	98&105	106&112	101&102	107&101	100&101
Cn1c(=O)[nH]c2[nH]c(=S)[nH]c2c1=O	100	100	101	98	98	106	96	102	86
CCN(CC)S(=O)(=O)c1ccc(NC(=O)CSc2nnc(C)n2-c2ccccc2)cc1	102	99	-1.4*	98	98	105	95	116	95
Cc1ccccc1-n1nnc(C(=O)Nc2ccc3cc(CN(C)C)ccc3n2)c1C	80	95	101	83	94	109	88	91	86
COC(=O)[C@]12CCC(C)(C)C[C@@H]1[C@H]1/C(=N/OCCC#N)C[C@@H]3[C@@]4(C)CC[C@H](OC(C)=O)C(C)(C)[C@@H]4CC[C@@]3(C)[C@]1(C)CC2	x	87[100 µM]	73[100 µM]	58[100 µM]	64[100 µM]	58[100 µM]	76[100 µM]	61[100 µM]	67[100 µM]
Cc1c(COc2ccc(-c3nnc(-c4ccncc4)o3)cc2)c(C)c(COc2ccc(-c3nnc(-c4ccncc4)o3)cc2)c(C)c1COc1ccc(-c2nnc(-c3ccncc3)o2)cc1	112	107	107	103	99	x	104	111	102
O=C(CC1(O)C(=O)Nc2ccccc21)c1cc2ccccc2oc1=O (stereo not given)	102	103	103	89	101	92	117	84	89
Brc1c[n+](Cc2ccc3ccccc3c2)cn1Cc1ccc2ccccc2c1	-13*	97	-51*	9.7*	38	35	47	-4.2*	34
O=C(Nc1ccccc1)Nc1cc(=O)[nH]c(SCC(=O)N2CCN(c3cc4c(cc3F)c(=O)c(C(=O)O)cn4C3CC3)CC2)n1	109	100	101	93	100	100	104	106	97
CCCCNCCOc1cccc(C)c1	93	106	99	102	104	87	99	107	95
O=C(Cc1ccc([N+](=O)[O-])cc1)Oc1ccccc1	111	113	123	109	106	110	115	119	111
CCC1OC(OC)C=CC1=O (stereo not given)	103	111	137	106	95	102	123	95	103
O=C(Nc1cccc(NC(=O)c2ccccn2)c1)c1ccc(Cl)c(Cl)c1	99	101	96	97	99	95	97	107	105
Cc1c(C(N)=O)sc2c1c(=O)n(Cc1ccccc1)c1nnc(-c3ccccc3)n21	102	103	95	104	88	97	100	92	103
COc1cc(C(=O)c2cc(C(C)=O)c3c(C)cc(C)cn23)cc(OC)c1OC	96	89	99	106	91	112	101	111	87
COc1cc(-n2nc(C(=O)NCCCCCC(=O)O)nc2-c2ccccc2)cc(OC)c1OC	128	112	108	102	100	90	101	111	98
COc1ccc(/C=N/NC(=O)c2cnn(CC(O)Cc3ccccc3)c2-n2cccc2)cc1OC1CCCC1 (stereo not given)	88	82	106	98	97	x	109	100	x
CC(C)=CCC[C@](C)(O)[C@H]1CC[C@]2(C)[C@@H]1CC[C@@H]1[C@@]3(C)Cc4nc5ccccc5nc4C(C)(C)[C@@H]3CC[C@]12C	112	105	93	95	96	95	99	102	93
N#Cc1ccc(-c2ccccc2)nc1Cl	109	106	107	105	104	105	108	107	105
CC(=O)Nc1ccccc1SSc1ccccc1NC(C)=O	106	105	103	102	96	114	103	115	105
CC(C)(C)c1ccc(S(=O)(=O)Oc2ccc(NC(=O)c3ccc4ccccc4c3)cc2)cc1	66	55	92	71	86	73	84	87	64
Cc1cc2ccccc2c[n+]1CCCc1ccccc1	49	112	90	60	98	84	95	77	95
CC1CCc2c(sc3nc(Nc4ccccc4)n(NC(=S)Nc4ccccc4)c(=O)c23)C1 (stereo not given)	102	98	119	103	101	110	98	x	89
O=C(CN1CCN(c2cc(=O)n(-c3ccccc3)c3ccccc23)CC1)N1CCCc2ccccc21	52	87	73	72	91	104	101	82	76
CC(C)=CCC/C(C)=C/C#N	104	108	97	x	105	104	97	113	102
O/N=C/c1cc[n+](CCC[n+]2ccc(/C=N/O)cc2)cc1	100	120	106	112	103	106	108	113	104
O=c1cc(-n2nncc2Cn2c3ccccc3c3ccccc32)c2cc(Cl)ccc2[nH]1	105	104	110	100	109	94	108	108	102
O=C(O)c1ccc2c(c1Nc1ccccc1)C(=O)c1ccccc1C2=O	98	102	65	90	92	86	119	79	77
CC(C)(C)CC(C)(C)Nc1c(-c2c(O)c3ccccc3oc2=O)nc2ccc(Cl)cn12	99	90	103	99	97	101	100	107	98
Nc1nonc1-c1nc2ccccc2n1Cc1c(F)cccc1Cl	63	92	93	90	102	89	87	110	82
Cn1c(=O)c2c(=O)c3c4c(oc3oc2c2ccccc21)C(=O)c1ccccc1C4=O	97	102	66	86	99	95	102	99	89
N#C/C(=C\c1ccc(-c2ccc(Cl)cc2)o1)C(=O)Nc1ncc(Cc2cc(Cl)ccc2Cl)s1	107	95	94	96	104	114	101	x	90
COC(=O)c1cc2oc(/C=C3/SC(=S)N(N)C3=O)cc2n1C	97	98	95	99	102	110	96	x	113
Nc1ncncc1-c1ccc(F)cc1	107	107	110	108	107	108	115	111	108
Clc1ccc(-c2nc3ccccc3s2)cc1	80&102	95&104	61&80	87&92	96&97	99&100	103&97	91&100	90&79
